# Screening results from PubChem.
# miR122 inh: miR-122 inhibition in Huh7 cells; Huh7 miR-122 Renilla luciferase sensor, 48 h; neutral wells = 0, positive control = 100; activation (reporter increase), % at 12.5 µM; 340,000 compounds, 0.3% hits;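 active = mean replicate activation score at least 90 and every replicate individually at or above 90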;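 note: higher luciferase means less miR-122 activity so hits act as miR-122 inhibitors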
# EWS-Fli block: inhibitors of EWS/Fli oncoprotein transcriptional activity; A673 NR0B1-luciferase reporter, viability-normalised; inhibition, % at 12.6 µM; 350,000 compounds, 0.67% hits;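 active = mean inhibition of at least 50% after viability correction, with every replicate also passing that limit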;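 note: firefly luciferase signal divided by Alamar Blue viability fluorescence both relative to DMSO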
# PGC1a acetyl inh: PGC1a acetylation modulation, inhibitor mode; inhibition, % at 15.6 µM; 350,000 compounds, 0.17% hits; U2OS PGC1a acetylation, AlphaScreen anti-acetyl-lysine; with virally co-expressed GCN5 acetyltransferase; AID 651687;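 active = every replicate shows inhibition of at least 40%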;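 note: 0% = neutral control wells and 100% = positive control wells; some results beyond the cut were filed as inactive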
# PAX8 reporter: PAX8 transcriptional activity inhibition | 360,000 compounds, 1.2% hits | inhibition, % at 12.6 µM | RMG-I TPO-luciferase reporter, SteadyGlo, 24 h;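 active = mean replicate inhibition at least 60% with every replicate also reaching 60%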;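 note: luciferase light reporting Pax8 driven TPO promoter activity; plate controls were median of neutral control wells for no effect and mitoxantrone controls for full effect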
# FN deposit inh: fibronectin deposition inhibition; inhibition, % at 12.6 µM; 350,000 compounds, 0.086% hits; AH1F fibroblasts, Alexa488-fibronectin deposition fluorescence, overnight;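 active = mean inhibition across replicates of 30% or more, regardless of how many single replicates reach that level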;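 note: positive control wells lacked labelled fibronectin entirely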
#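 material = AH1F fibroblast monolayer depositing Alexa488-labelled fibronectin into matrix | amount = 10000 AH1F cells/well | buffer or medium = DMEM plus 2% serum, read in PBS | incubation = 1 h cell adhesion before compound, then overnight fibronectin incubation | detection = fluorescence at 485 nm excitation, 525 nm emission | evaluation = percent inhibition as loss of matrix-bound fibronectin fluorescence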
# Casp6 inh: caspase-6 (human) enzyme inhibition; AID 686996; 350,000 compounds, 0.53% hits; purified caspase-6, Z-VEID-R110 cleavage fluorescence; inhibition, % at 12.5 µM; P55212;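 active = mean inhibition across replicates at least about 35%, with every replicate also reaching that limit, limit read from the data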;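 note: 0% = median of neutral control wells and 100% = no fluorescence left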
# Target sequence (P55212 24-179 limits assumed): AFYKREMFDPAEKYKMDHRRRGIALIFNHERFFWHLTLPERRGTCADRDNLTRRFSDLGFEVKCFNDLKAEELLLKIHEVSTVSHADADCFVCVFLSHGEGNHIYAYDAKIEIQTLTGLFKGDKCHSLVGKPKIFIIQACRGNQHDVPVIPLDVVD
# Target sequence (P55212 194-293 limits assumed): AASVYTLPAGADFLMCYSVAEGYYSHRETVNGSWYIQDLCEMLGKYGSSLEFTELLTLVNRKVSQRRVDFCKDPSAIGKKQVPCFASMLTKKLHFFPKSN
# LGR2 inh: Drosophila LGR2 receptor signaling inhibition; HEK293 LGR2, CRE-luciferase, bursicon-stimulated, 4 h; 380,000 compounds, 0.35% hits; AID 720647; inhibition, % at 9.99 µM;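 active = drop in luminescence signal, shown as inhibition above about 50% in the replicate tests, limit read from the data, passing the limit was not always enough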;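 note: agonist challenge used bursicon conditioned medium at about half maximal strength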
# Cneo AK release: causes C. neoformans cell lysis; adenylate kinase release luminescence, 4 h; normalised: neutral wells 0, clomiphene wells 100; 360,000 compounds, 0.2% hits; lysis activity, % at 15 µM; AID 651654;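 active = mean lysis activity across replicates of at least 80%, whatever share of replicates individually reach that level; inactive = mean lysis activity below 80%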
#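 Test system: log-phase Cryptococcus neoformans yeast cells; Quantity: yeast cell density of 5 × 10^6 cells/mL; Buffer or medium: YPD; Doses: single compound concentration per well; Timing: 4 h at 37 °C static, read 1 h later; Measured by: AK luminescence; Read-out basis: lysis from increased AK signal; Control set: Clomiphene as positive control.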
# Active calls of the source: *; / = not tested or not shown; [ ] = dose if it differs, or a comment. Hits appear at their usual frequency; overall some 2.5% were active at least once.
1: CCn1c(SCC(=O)Nc2ccc(C)cc2)nnc1-c1cnccn1
2: O=C(Nc1nc2ccc(F)cc2s1)c1ccccn1
3: COCC(=O)Nc1ccc2c(c1)OC[C@@H](C)N(Cc1cc(F)ccc1F)C[C@H](C)[C@H](OC)CN(C)C2=O
4: Cc1ccccc1NC(=O)c1cc(S(=O)(=O)N2CCCCC2)cs1
5: CC=Cc1ccc2n(c1=O)C[C@H]1[C@H](CO)[C@@H](C(=O)NCc3ccccc3)[C@@H]2N1C (mixture of isomers)
6: O=c1ccnc(SCCc2ccccc2)[nH]1
7: Cc1ccc(C)c(S(=O)(=O)N2CCN(C(=O)CCC(=O)NCc3ccc(Cl)cc3Cl)CC2)c1
8: O=C(N[C@@H]1CC[C@H](CCNC(=O)c2ccccc2F)O[C@@H]1CO)c1ccc2c(c1)OCO2
compound no. | 1 | 2 | 3 | 4 | 5 | 6 | 7 | 8
miR122 inh | -14 | / | / | 1 | -9[16.7 µM] | -4 | -4 | /
EWS-Fli block | -67 | 84* | -4 | / | 1 | 3 | 3 | 7
PGC1a acetyl inh | 8 | / | 5 | -7 | / | 3 | 2 | -17
PAX8 reporter | -9 | 75* | -2 | / | / | 1 | 13 | -4
FN deposit inh | -8 | 4 | -9 | / | / | 6 | 2 | -4
Casp6 inh | -2 | -1 | -2 | / | / | -3 | 3 | -1
LGR2 inh | -1 | 90* | 6 | -10 | -8 | -6 | 0 | 4
Cneo AK release | / | / | 2 | 0 | 5 | -4 | -1 | -2

# Brought forward from above: 4 compounds, followed by the next part.
5: CC=Cc1ccc2n(c1=O)C[C@H]1[C@H](CO)[C@@H](C(=O)NCc3ccccc3)[C@@H]2N1C (mixture of isomers)
6: O=c1ccnc(SCCc2ccccc2)[nH]1
7: Cc1ccc(C)c(S(=O)(=O)N2CCN(C(=O)CCC(=O)NCc3ccc(Cl)cc3Cl)CC2)c1
8: O=C(N[C@@H]1CC[C@H](CCNC(=O)c2ccccc2F)O[C@@H]1CO)c1ccc2c(c1)OCO2
9: CCCc1nc(SCC(=O)N2CCCC2)c2c(=O)n(C)c(=O)n(C)c2n1
10: O=C(O)c1nn(-c2cccc(C(F)(F)F)c2)ccc1=O
11: O=C(O)CCCN1C(=O)/C(=C\c2ccco2)SC1=S
12: CC(=O)c1ccc(OC(C)C)c(Cc2c(O)nc(N)[nH]c2=O)c1
13: CC(=O)Nc1ccc(OCCC[n+]2cccc(C(=O)[O-])c2)cc1
14: O=C(O)Cc1sc(-c2ccc(Cl)cc2)nc1-c1ccccc1
15: O=C(CN1CCN(C(=O)N2CCOCC2)CC1)Nc1cc(Cl)ccc1Cl
16: O=C(c1ccccn1)N1CC2(C1)[C@@H](c1ccccc1)[C@@H](CO)N2C(=O)C1CCC1
compound no. | 5 | 6 | 7 | 8 | 9 | 10 | 11 | 12 | 13 | 14 | 15 | 16
miR122 inh | -9[16.7 µM] | -4 | -4 | / | 1 | / | / | / | 3 | 3 | -1 | /
EWS-Fli block | 1 | 3 | 3 | 7 | -3 | 5 | 11 | 3 | 2 | / | -4 | -7
PGC1a acetyl inh | / | 3 | 2 | -17 | 6 | / | -7 | / | / | -12 | 3 | 0
PAX8 reporter | / | 1 | 13 | -4 | 8 | 13 | 21 | -3 | 11 | / | 1 | /
FN deposit inh | / | 6 | 2 | -4 | / | -3 | -4 | 2 | 15 | -4 | 2 | -10
Casp6 inh | / | -3 | 3 | -1 | -2 | 1 | 32 | -3 | -3 | / | -4 | 0
LGR2 inh | -8 | -6 | 0 | 4 | -3 | -10 | 21 | / | -5 | / | -2 | 3
Cneo AK release | 5 | -4 | -1 | -2 | -3 | / | / | / | 2 | -4 | -1 | /

# The list goes on, starting with the last four of the part before.
13: CC(=O)Nc1ccc(OCCC[n+]2cccc(C(=O)[O-])c2)cc1
14: O=C(O)Cc1sc(-c2ccc(Cl)cc2)nc1-c1ccccc1
15: O=C(CN1CCN(C(=O)N2CCOCC2)CC1)Nc1cc(Cl)ccc1Cl
16: O=C(c1ccccn1)N1CC2(C1)[C@@H](c1ccccc1)[C@@H](CO)N2C(=O)C1CCC1
17: CC(=O)N1CCN(c2cccc(C)c2C)CC1
18: O=C(O)C12CC3CC(C1)CC(n1ncc(N4CCN(c5ccccc5)CC4)c(Cl)c1=O)(C3)C2
19: CCCn1c(C)cc(/C=C(\C#N)C(=O)OCC(=O)N(CC)c2c(N)n(Cc3ccccc3)c(=O)[nH]c2=O)c1C
20: CC1CC(C)(C)NC(=S)N1CCC(=O)N1c2ccccc2CC1C (stereo unspecified)
21: CCOC(=O)c1ccc(NC(=O)CSC2=NC(=O)C(CC)C(=O)N2)cc1 (stereo unspecified)
22: CC1(C)CC(=O)C=C(C(=O)N2CCCC(CCC(=O)NCc3ccccc3F)C2)O1 (stereo unspecified)
23: CCNC(=O)CC1C(=O)N(c2ccc(C)cc2)C(=O)N1CCC(C)C (stereo unspecified)
24: COc1cc2c(C(=O)N(C)c3ccc(F)cc3)cn(C)c(=O)c2cc1OC
compound no. | 13 | 14 | 15 | 16 | 17 | 18 | 19 | 20 | 21 | 22 | 23 | 24
miR122 inh | 3 | 3 | -1 | / | -1 | 3 | / | 0 | -2 | -2 | 0 | -2
EWS-Fli block | 2 | / | -4 | -7 | / | / | -11 | -1 | / | -7 | 4 | 1
PGC1a acetyl inh | / | -12 | 3 | 0 | -10 | 9 | / | -18 | 5 | 10 | 0 | -4
PAX8 reporter | 11 | / | 1 | / | / | 8 | -7 | -2 | / | -12 | 14 | -3
FN deposit inh | 15 | -4 | 2 | -10 | -3 | 1 | 7 | / | -6 | / | -3 | 6
Casp6 inh | -3 | / | -4 | 0 | / | / | 2 | -1 | / | 0 | 4 | -1
LGR2 inh | -5 | / | -2 | 3 | / | 2 | -19 | 3 | / | 12 | 3 | -7
Cneo AK release | 2 | -4 | -1 | / | 2 | -1 | 0 | 0 | -9 | 2 | 0 | -1

25: Cc1ccc(CNC(=O)c2cccnc2)cc1
26: Cc1cc(C(=O)NCC(C)(C)N2CCOCC2)c(C)o1
27: Nc1nonc1-n1nnc(C(=O)N/N=C/c2c(Cl)cccc2Cl)c1CSC1=NCCS1
28: CC(=O)OC1OCCOC1NC(=S)NCc1ccco1 (stereo unspecified)
29: Cc1noc(C)c1COC(=O)c1csc2c1CCC(C)C2 (stereo unspecified)
30: CCOC(=O)c1c(NC(=O)CSc2nnc(CNc3ccc(F)cc3)o2)sc(C(C)=O)c1C
31: COc1ccc(NC(=O)Nc2ccc3c(c2)CC(=O)N([C@@H](C)CO)C[C@H](C)[C@@H](CN(C)C)O3)cc1
32: CCc1ccc(C2CC(=O)N3CN(c4ccccc4)CSC3=C2C#N)cc1 (stereo unspecified)
compound no. | 25 | 26 | 27 | 28 | 29 | 30 | 31 | 32
miR122 inh | 1 | / | -4 | 4 | 0 | 2 | -1[16.7 µM] | -3
EWS-Fli block | 9 | 1 | 11 | 3 | -7 | / | -7 | -1
PGC1a acetyl inh | 6 | / | -3 | 2 | 1 | 6 | 1 | 5
PAX8 reporter | 11 | -23 | 9 | -9 | -12 | -4 | -5 | -1
FN deposit inh | 16 | -5 | 3 | 10 | -5 | -5 | -7 | -5
Casp6 inh | 3 | -2 | 1 | 0 | -1 | / | -2 | 0
LGR2 inh | -1 | -8 | 17 | -6 | -19 | / | -5 | 24
Cneo AK release | -1 | / | -1 | 0 | 1 | / | 1 | 0

# Entries of single compounds from above. Order of screens: miR122 inh, EWS-Fli block, PGC1a acetyl inh, PAX8 reporter, FN deposit inh, Casp6 inh, LGR2 inh, Cneo AK release
# `CCc1ccc(C2CC(=O)N3CN(c4ccccc4)CSC3=C2C#N)cc1` (stereo unspecified) is listed with -3, -1, 5, -1, -5, 0, 24, 0
# `Cc1cc(C(=O)NCC(C)(C)N2CCOCC2)c(C)o1` is listed with /, 1, /, -23, -5, -2, -8, /
# `COc1ccc(NC(=O)Nc2ccc3c(c2)CC(=O)N([C@@H](C)CO)C[C@H](C)[C@@H](CN(C)C)O3)cc1` is listed with -1[16.7 µM], -7, 1, -5, -7, -2, -5, 1
# `CC(=O)OC1OCCOC1NC(=S)NCc1ccco1` (stereo unspecified) is listed with 4, 3, 2, -9, 10, 0, -6, 0

# (more compounds)
33: O=C(O)/C=C/c1cn(Cc2ccccc2Cl)nc1-c1ccccc1
34: CCCc1cc(C(=O)Nc2cc(C)on2)no1
35: CC1(NC(=O)COc2ccccc2-c2ccccc2)CCS(=O)(=O)C1 (stereo unspecified)
36: CN(C)CC(=O)N1CC[C@@H]2[C@H]1c1cc(-c3ccccc3F)ccc1N(C)[C@@H]2CO
37: O=C(CCN1CCCCC1)N[C@H]1CC[C@@H](CCNC(=O)c2cc(Cl)cc(Cl)c2)O[C@H]1CO
38: CCOC(=O)c1ccc(OCCOc2cccc(C)c2)cc1
39: CCCNC(=O)N1C[C@H](O)COC[C@H]2O[C@H](CC(=O)N3CCCCC3)CC[C@@H]21
40: C[C@H](CO)N1C[C@H](C)[C@H](CN(C)CC2CCOCC2)Oc2ncc(-c3ccc(F)cc3)cc2C1=O
compound no. | 33 | 34 | 35 | 36 | 37 | 38 | 39 | 40
miR122 inh | -15 | -4 | -1 | 3[16.7 µM] | / | -3 | -1[16.7 µM] | -1[16.7 µM]
EWS-Fli block | 13 | 0 | / | -15 | 2 | 11 | -4 | -11
PGC1a acetyl inh | -7 | 11 | -5 | 0 | -2 | 8 | 4 | 0
PAX8 reporter | 3 | -29 | / | -19 | 5 | 9 | -5 | -2
FN deposit inh | 7 | 1 | 11 | 5 | -8 | 1 | -16 | 12
Casp6 inh | 1 | 0 | / | / | 0 | 0 | 3 | 2
LGR2 inh | -7 | -20 | / | -2 | 28 | 1 | 24 | 12
Cneo AK release | -3 | 1 | 0 | 34 | -6 | 3 | -3 | 2

41: Cc1cc(C)c(C)c(S(=O)(=O)Nc2ccccc2C(=O)NCCCN2CCOCC2)c1C
42: Cc1cccc(NC2=C(Cl)C(=O)OC2OC(=O)c2ccco2)c1 (stereo unspecified)
43: Cn1c(=O)n(C)c2cc(S(=O)(=O)N3CCCCC3)ccc21
44: COc1ccccc1N(CC(=O)NC1CCCCC1)S(=O)(=O)c1cccs1
45: C=CCN1C[C@H](COC(=O)c2cccc(OC)c2)Oc2cccc(F)c2S1(=O)=O
46: C[C@H](CO)N1C[C@H](C)[C@H](CN(C)S(=O)(=O)c2cccs2)OCCCC[C@H](C)Oc2ccc(NC(=O)Nc3ccc(C(F)(F)F)cc3)cc2C1=O
47: COc1ccc(C(Nc2ccccn2)c2oc(CO)cc(=O)c2O)cc1 (stereo unspecified)
48: COc1ccccc1C(=O)Nc1ccc(-c2nnn(CC(=O)N3CCOCC3)n2)cc1
compound no. | 41 | 42 | 43 | 44 | 45 | 46 | 47 | 48
miR122 inh | 8 | / | 0 | 5 | / | -8[16.7 µM] | -6 | -5
EWS-Fli block | 2 | 7 | 7 | 4 | 5 | -6 | -6 | -5
PGC1a acetyl inh | 3 | / | -9 | -13 | / | -3 | 2 | /
PAX8 reporter | 1 | 28 | 8 | -3 | -15 | 75* | -7 | -24
FN deposit inh | 4 | 7 | 11 | 5 | 8 | / | -7 | -2
Casp6 inh | 0 | -3 | -2 | 1 | -3 | 1 | -1 | -4
LGR2 inh | 9 | / | 7 | 36 | 7 | -14 | 5 | /
Cneo AK release | -1 | / | / | / | / | 7 | / | -3
